F508del corr – F508del CFTR correction, initial screen, CFBE line, single point; CFBE cells, YFP halide quenching; stimulated with forskolin plus potentiator P3; % fluorescence drop versus neutral controls; activity (quench increase), % at 7.58 µM; 0.36% of 350,000 active;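 active = mean added fluorescence quench of at least 8% versus neutral control, with both replicates also reaching 8%; inconclusive = only one of the mean or replicate conditions met; inactive = mean below 8% and not both replicates reaching 8%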;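 note: cells transiently co-express mutant CFTR-F508del with the halide-sensitive YFP; corrector assay measuring rescue of mutant channel to the surface after 24 h compound exposure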
miR122 inh – miR-122 Renilla sensor signal increase in Huh7, primary screen, miR-122 inhibitor project, cell-based, single point, plate reader. Huh7 miR-122 Renilla luciferase sensor, 48 h; neutral wells = 0, positive control = 100. activation (reporter increase), % at 12.5 µM. 0.3% of 340,000 active;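 active = mean replicate activation score at least 90 and every replicate individually at or above 90; inconclusive = only one of the two criteria met; inactive = neither criterion met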;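 note: higher luciferase means less miR-122 activity so hits act as miR-122 inhibitors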
Casp6 inh – human caspase-6 inhibitors, primary screen, biochemical, VEID-R110 fluorescence, single point, set 2; AID 686996, 2013; 0.53% of 350,000 active; purified caspase-6, Z-VEID-R110 cleavage fluorescence; P55212; inhibition, % at 12.5 µM;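 active = mean inhibition across replicates at least about 35%, with every replicate also reaching that limit, limit read from the data; inconclusive = only one of the two criteria met; inactive = neither criterion met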;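 note: 0% = median of neutral control wells and 100% = no fluorescence left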
DENV2 CPE – inhibitors of DENV2 cytopathic effect, primary screen, cell-based, plate reader, single concentration | DENV2-infected cells, cytopathic effect rescue | CPE inhibition, % at 9.99 µM | AID 651640, 2012 | 1.7% of 350,000 active; in the data active = CPE inhibition above about 20%, passing the limit was not always enough; inconclusive = no clear call, values can overlap the other calls; tested in BHK-21 cells;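 note: 0% = median of neutral control wells and 100% = median of positive control wells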
SIRT5 block – SIRT5 desuccinylase inhibitors, primary screen, biochemical, fluorescence imaging, single point, set 5. NAD-dependent protein deacylase sirtuin-5, mitochondrial (Homo sapiens), Q9NXA8. Purified SirT5, succinyl-peptide AMC, trypsin-coupled fluorescence. inhibition, % at 15 µM. 1.1% of 330,000 active. AID 652115, 2013; in the data active = inhibition above about 15%; inconclusive = no clear call, values can overlap the other calls
ERp5 inh – inhibitors of ERp5-driven insulin aggregation, primary screen, biochemical, turbidity, absorbance 650 nm, single point. Protein disulfide-isomerase A6 (Homo sapiens), Q15084. 90 min. inhibition, % at 9.99 µM. 0.05% of 350,000 active;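 active = mean replicate inhibition above about 25%, with every replicate also reaching it, limit read from the data, passing the limit was not always enough; inconclusive = only one of those two criteria met; inactive = neither criterion met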
ERAP1 inh – human ERAP1 aminopeptidase inhibitors, primary screen, biochemical, single point, plate reader; recombinant ERAP1, Leu-AMC fluorescence, 60 min; 0.15% of 340,000 active; inhibition, % at 10.7 µM; Endoplasmic reticulum aminopeptidase 1 (Homo sapiens), Q9NZ08; AID 652197, 2013;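 active = mean replicate inhibition of at least 30%, or all replicates individually reaching that 30% level; inactive = mean below 30% and not every replicate reaching it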;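 note: 0% = neutral control wells and 100% = L-leucinethiol positive control wells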
Target sequence (Q9NZ08 whole entry, looked up): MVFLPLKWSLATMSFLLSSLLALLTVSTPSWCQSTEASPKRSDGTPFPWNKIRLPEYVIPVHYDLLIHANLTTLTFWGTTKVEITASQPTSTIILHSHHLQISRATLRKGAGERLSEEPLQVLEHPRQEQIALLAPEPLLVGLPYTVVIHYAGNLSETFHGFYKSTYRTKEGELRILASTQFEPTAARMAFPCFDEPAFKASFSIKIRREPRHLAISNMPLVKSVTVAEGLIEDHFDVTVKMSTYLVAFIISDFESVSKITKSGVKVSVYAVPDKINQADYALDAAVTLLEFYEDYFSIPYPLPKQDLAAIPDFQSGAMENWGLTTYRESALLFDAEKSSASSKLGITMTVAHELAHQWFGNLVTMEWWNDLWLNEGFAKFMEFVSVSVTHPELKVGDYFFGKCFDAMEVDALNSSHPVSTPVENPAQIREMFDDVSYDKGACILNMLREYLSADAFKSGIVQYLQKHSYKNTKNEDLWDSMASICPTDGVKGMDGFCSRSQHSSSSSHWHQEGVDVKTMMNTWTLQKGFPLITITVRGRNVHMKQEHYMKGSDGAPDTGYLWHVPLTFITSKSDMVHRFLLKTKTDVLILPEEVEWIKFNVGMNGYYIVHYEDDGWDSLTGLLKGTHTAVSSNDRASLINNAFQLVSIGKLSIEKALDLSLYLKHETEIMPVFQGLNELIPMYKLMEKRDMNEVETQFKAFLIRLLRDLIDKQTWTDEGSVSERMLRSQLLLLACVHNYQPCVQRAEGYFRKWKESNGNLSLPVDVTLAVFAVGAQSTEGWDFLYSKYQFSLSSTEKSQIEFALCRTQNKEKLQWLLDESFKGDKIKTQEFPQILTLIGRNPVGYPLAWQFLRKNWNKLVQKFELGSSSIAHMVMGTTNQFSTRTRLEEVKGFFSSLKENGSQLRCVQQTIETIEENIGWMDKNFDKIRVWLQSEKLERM
* = called active by the depositor; ? = inconclusive; / = not tested or not shown; & = joins results of further samples; [ ] = dose if it differs, or a comment.

SMILES	F508del corr	miR122 inh	Casp6 inh	DENV2 CPE	SIRT5 block	ERp5 inh	ERAP1 inh
COc1cc(SC)ccc1C(=O)N1CCN(Cc2ccc3c(c2)OCO3)CC1	2.0	-9	-10	-2	2	-1	2
C/C=C/c1cnc2c(c1)C(=O)N([C@H](C)CO)C[C@H](C)[C@H](CN(C)C(=O)C1CCOCC1)O2	-0.5	8[16.7 µM]	-2	-3	6	1	-2
COc1ccc(NS(=O)(=O)c2cccc(C(=O)NCc3cccnc3)c2)cc1	-2.1	13	-180	-4	0	3	-2
O=C(c1cc(COc2ccc(-n3cncn3)cc2)on1)N1CCCC1	-1.0	/	3	8	1	-6	1
COc1ccccc1CCNC(=O)C1CCC(=O)N(Cc2cccc(F)c2)C1 (configuration not stated)	2.5	8	-2	2	-3	1	-3
O=S(=O)(Nc1ccccc1N1CCOCC1)c1ccc(F)c(Cl)c1	2.7	9	-6	1	-3	-4	2
O=C(COc1cc(F)ccc1[N+](=O)[O-])Nc1cc(S(=O)(=O)N2CCCC2)ccc1Cl	-0.1	-6	0	15	-2	3	-2
COc1ccc2c3c(n(C)c2c1)[C@H](CO)N(CC1CC1)CC31CN(C(=O)CC2CC2)C1	-0.7	/	2	-2	1	0	-3
O=C(C1CCCCN1S(=O)(=O)c1ccccc1[N+](=O)[O-])N1CCCCC1 (configuration not stated)	1.8	/	1	-1	-4	2	1
COc1ccc(CN2C(=O)c3ccccc3C2=O)cc1C(=O)O	1.0	0	8	15	-2	4	-1
Cc1cccc(NC(=O)CN2C(=O)CSC2=O)c1	0.3	/	0	/	-1	-6	4
CN1C(=O)c2cc(NC(=O)c3cccc(F)c3)ccc2OC[C@H]2O[C@@H](CC(=O)NCC3CCCCC3)CC[C@H]21	/	/	-2	-3	1	-4	0
Cc1cccc(NC(=S)N2CCN(C(=O)C3CCCO3)CC2)c1 (configuration not stated)	/	/	-2	-2	0	-2	-1
NC(=S)NN=C1CCCCCCCCCC1	2.0	/	2	-6	-2	3	-1
CCCC(=O)Nc1ccc(C(=O)COC(=O)c2cc(C)oc2C)cc1	-1.4	-9	0	-8	-4	10	1

Sorted by value in ERAP1 inh (smallest number first): 4 of the compounds above
SMILES	F508del corr	miR122 inh	Casp6 inh	DENV2 CPE	SIRT5 block	ERp5 inh	ERAP1 inh
COc1ccc2c3c(n(C)c2c1)[C@H](CO)N(CC1CC1)CC31CN(C(=O)CC2CC2)C1	-0.7	/	2	-2	1	0	-3
O=C(COc1cc(F)ccc1[N+](=O)[O-])Nc1cc(S(=O)(=O)N2CCCC2)ccc1Cl	-0.1	-6	0	15	-2	3	-2
CCCC(=O)Nc1ccc(C(=O)COC(=O)c2cc(C)oc2C)cc1	-1.4	-9	0	-8	-4	10	1
COc1cc(SC)ccc1C(=O)N1CCN(Cc2ccc3c(c2)OCO3)CC1	2.0	-9	-10	-2	2	-1	2

The results go on:
SMILES	F508del corr	miR122 inh	Casp6 inh	DENV2 CPE	SIRT5 block	ERp5 inh	ERAP1 inh
CC1=CCC(C(=O)O)C(C(=O)Nc2cccnc2)C1 (configuration not stated)	0.1	/	0	/	1	0	1
CCC(C(=O)NCCCN1CCCCCC1)n1nc(C)c2sc3ccccc3c2c1=O (configuration not stated)	-4.0	-2	1	-2	0	6	-7
CC(C)(C)N(Cc1ccccc1)C(=O)COC(=O)CN1C(=O)C2CC=CCC2C1=O (configuration not stated)	2.0	-2	2	-9	-3	1	-5
Cc1cc(C(=O)N2CCN(S(=O)(=O)c3ccccc3F)CC2)c(C)o1	4.5	-3	1	0	-3	-1	2
CCOc1ccc(NC(=O)CN(C)C(=O)c2cc(S(=O)(=O)N3CCCCCC3)ccc2OC)cc1OCC	3.5	/	0	18	-4	-2	-2
CCOc1ccccc1C1C2=C(COC2=O)Nc2cc3c(cc21)OCO3 (configuration not stated)	5.1	/	2	-4	-5	-6	-3
Cc1ccccc1COC(=O)c1nn(-c2ccccc2)nc1N	-4.2	/	1	5	-7	2	-3
Cc1ccc(C2NC(=O)c3sc(=S)n(-c4ccccc4)c3N2)cc1 (configuration not stated)	1.8	-6	0	0	3	7	/
COc1cccc(NC(=O)N(C)C[C@H]2OCc3ccccc3-c3c(n(C)c4ccccc34)C(=O)N([C@@H](C)CO)C[C@H]2C)c1	-1.9	/	2	0	6	0	3
CCC(NC(=S)NC1CCCCC1)c1ccccc1 (configuration not stated)	0.3	6	0	-7	-2	5	-2
C[C@@H]1CCCCO[C@@H](CN(C)S(=O)(=O)c2cn(C)cn2)[C@H](C)CN([C@@H](C)CO)C(=O)c2cc(NC(=O)Nc3ccc(C(F)(F)F)cc3)ccc2O1	2.3	-10[16.7 µM]	/	?	/	/	/
OC(C[n+]1ccccc1)c1ccccc1 (configuration not stated)	0.2	-5	1	4	11	1	0
O=C1CC[C@@H]2c3[nH]c4ccccc4c3CCN12	-0.8	/	-1	0	0	4	0
COc1ccc(CC(=O)OCC(=O)Nc2ccc(C(=O)Nc3ccc(OC)cc3)cc2)cc1	0.5	/	-2	5	-6	0	4
O=C(C[C@@H]1C[C@@H]2c3cc(NC(=O)CC4CC4)ccc3O[C@@H]2[C@H](CO)O1)NCc1ccc(Cl)cc1	-1.6	-3[16.7 µM]	2	0	0	-2	0
O=C(O)[C@H]1CCCC[C@H]1C(=O)Nc1ccc(S(=O)(=O)N2CCOCC2)cc1	-0.3	-4	-1	11	0	3	-11
CN1CCN(C(=O)C[C@H]2CC[C@@H]3[C@H](COC[C@@H](O)CN3Cc3cccc(F)c3)O2)CC1	-0.2	-3[16.7 µM]	-1	-1	1	1	-1
O=C(CCCn1c(=O)oc2ccccc21)N1CCN(c2ccccn2)CC1	1.2	-2	1	0	-2	1	0
Cc1ccc(C(=O)OCC(=O)Nc2ccc(N3CCOCC3)cc2)cc1	-2.6	-5	-8	-9	-3	3	0
O=C(CCN1CCCCC1)N[C@H]1CC[C@@H](CCNC(=O)c2cc(Cl)cc(Cl)c2)O[C@@H]1CO	0.5	/	-1	-3	-2	2	-1
COC(=O)c1cc(OC)c(OC)cc1NC(=O)C(C)c1ccc([N+](=O)[O-])cc1 (configuration not stated)	-0.9	/	2	0	3	-7	1
CN1CCN(C(=O)C[C@@H]2C=C[C@H](NS(=O)(=O)c3cccc(F)c3)[C@@H](CO)O2)CC1	2.0&0.2	-4[16.7 µM]	-1&1	5&-10	0	-2&3	-1&-3
COCC(=O)Nc1ccc2c(c1)OC[C@@H](C)N(Cc1ccccn1)C[C@@H](C)[C@H](OC)CN(C)C2=O	1.9	/	-1	0	-1	2	0
NS(=O)(=O)c1ccc(NC(=O)CN2CCc3ccccc32)cc1	0.3	1	0	0	0	-1	-1
C[C@@H]1CN([C@H](C)CO)C(=O)Cc2cc(NC(=O)Nc3ccccc3)ccc2O[C@H]1CN(C)S(=O)(=O)c1ccc(Cl)cc1	0.2	-9[16.7 µM]	0	-3	3	-1	0
O=C1c2ccccc2[C@@H]2Cc3csc[n+]3[C@H]12	-3.3	/	3	-2	-1	2	/
CC(=O)Nc1ccc(S(=O)(=O)N[C@@H](C)C(=O)OCc2ccc(Cl)cc2)cc1	-1.2	/	4	-5	-11	2	0
Cc1ccc(C)c(NC(=O)c2nc(Cl)ccc2Cl)c1	1.5	8	-5	/	0	3	-2
O=C(Nc1ccc(F)cc1)N[C@@H]1C=C[C@H](CC(=O)N2CCOCC2)O[C@H]1CO	-0.4	5[16.7 µM]	0	20	2	0	1
Cn1c(N)c(C(=O)COC(=O)COc2ccc(Br)cc2)c(=O)n(C)c1=O	-5.9	-6	-1	1	-2	6	-5
CC(=O)Nc1ccc(NC(=O)Cn2c(CC(=O)N3CCCC3)nc3ccccc32)cc1	0.3	-4	0	-2	-2	-5	-3
CN(C)C(=O)[C@H]1[C@H](CO)[C@H]2Cn3c(cccc3=O)[C@@H]1N2C(=O)c1ccccc1	-0.3	-3[16.7 µM]	1	2	1	-3	2
OC[C@@H]1[C@@H](c2ccc(-c3ccc(F)cc3)cc2)[C@H]2CN(CCC(F)(F)F)CCCCN12	-4.1	-4[16.7 µM]	2	-15	3	-1	2
COc1ccccc1NC(=O)N[C@@H]1CC[C@@H](CCNS(=O)(=O)c2ccc(F)cc2)O[C@H]1CO	-1.2	/	0	-6	2	0	3
CC(C)C(=O)NNC(=O)CN1CCN(c2nc(-c3ccccc3)cs2)CC1	-2.4	1	8	-3	3	0	-2
Fc1ccccc1CNc1ncnc2sccc12	0.3	-8	1	3	-2	-5	0
C[C@H](NC(=O)C[C@H]1C[C@@H]2c3cc(NC(=O)CC4CC4)ccc3O[C@@H]2[C@H](CO)O1)c1ccccc1	-4.0	-3[16.7 µM]	-2	0	1	-3	-1
Cc1ccc(/C=N/Nc2ccccn2)s1	-1.2	0	0	2	-3	3	1
CC1CC(=O)N(CC(=O)Nc2ccc3c(c2)OCCO3)c2ccccc2S1 (configuration not stated)	-2.0	-4	5	5	1	1	3
CC(Oc1ccc(Br)cc1)C(=O)NCC1(N2CCCCC2)CCCCC1 (configuration not stated)	0.8	-10	-129	-5	-6	-7	0
CN1CCN(c2ccc(C(=O)c3ccc(Br)cc3)cc2[N+](=O)[O-])CC1	2.6	/	-4	9	-1	-3	4
Cc1cc(O)cc(C)c1NS(=O)(=O)c1ccc2ccccc2c1	/	-6	6	-3	-8	-2	3
S=c1[nH]nc(-c2ccco2)n1/N=C/c1cccc(Cl)c1	-0.4	/	1	-1	-1	-2	-2
CC(C)NC(=O)Nc1ccc2c(c1)C(=O)N([C@H](C)CO)C[C@H](C)[C@@H](CN(C)Cc1ccc3c(c1)OCO3)OCCCC[C@H](C)O2	4.9	-3[16.7 µM]	/	-4	/	/	/
CCOC(=O)COc1ccc(C(=O)CC)cc1OC	-1.4	0	-3	/	-1	4	-2
O=C(c1ccccc1-c1ncc[nH]1)N1CCCC(Nc2ccc(F)cc2)C1 (configuration not stated)	1.6	-3	-1	19	-3	-4	-3
O=C(NCC(c1ccco1)N1CCOCC1)C1CCCCC1 (configuration not stated)	1.2	1	3	-7	-9	-1	0
O=C(O)c1ccc(N(Cc2ccccc2)S(=O)(=O)c2ccccc2)cc1	1.5	8	1	2	-2	-1	0
Nc1nc(SCC(=O)Nc2ncc(Cl)cc2Cl)n[nH]1	-1.3	-1	14	-4	0	/	1
Cc1ccc(C(=O)OCC(=O)Nc2cc(C(C)(C)C)no2)c(C)c1	1.2	-1	3	6	-6	0	2
CCOC(=O)c1c(C)oc(NC(=O)CCl)c1C(=O)OCC	1.9	/	1	6	-4	1	5
CO[C@@H]1CN(C)C(=O)c2ccc(NC(C)=O)cc2OC[C@H](C)NC[C@H]1C	-1.2	-3[16.7 µM]	1	-5	0	4	-1
O=C(Nc1nc2ccccc2s1)C1CCN(S(=O)(=O)c2cc([N+](=O)[O-])ccc2Cl)CC1	0.4	1	5	-5	-1	4	0
CC(=O)NC(c1cccc(F)c1)c1nc(-c2cccc(F)c2)cs1 (configuration not stated)	1.1	-4	0	-1	3	3	-4
CC1=C(C(=O)N2CCOCC2)C(c2ccccc2F)C2=C(CCCC2=O)N1 (configuration not stated)	/	-1	-2	/	/	5	0
CC(=O)c1ccc(N2CCN(C(=O)Nc3cccc(F)c3)CC2)cc1	-0.6	/	-2	4	0	-1	1
CC(C)NC(=O)Nc1ccc2c(c1)C(=O)N([C@@H](C)CO)C[C@@H](C)[C@@H](CN(C)C)O2	1.3	3[16.7 µM]	-2	?	2	-9	0
CCOc1ccc(-n2cnnn2)cc1S(=O)(=O)Nc1c(C)cccc1C	2.2	6	-2	9	-1	1	-1
O=C(C[C@H]1CC[C@H]2[C@@H](COC[C@H](O)CN2C(=O)c2ccccc2F)O1)N1CCN(c2ccccc2)CC1	5.8	-4[16.7 µM]	-2	-6	7	0	-1

Screening results deposited in PubChem BioAssay by Broad Institute.
